Screening results from PubChem BioAssay.
Mdm2 MdmX PPI: disrupts the human Mdm2-MdmX interaction | O15151+Q00987 | SaOS-2 split-luciferase Mdm2/MdmX complementation, luminescence | inhibition, % at 8 µM | 330,000 tested, 3% active;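 active = inhibition of at least 50% at 8 µM in the primary screen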
Target sequence (O15151 whole entry, looked up): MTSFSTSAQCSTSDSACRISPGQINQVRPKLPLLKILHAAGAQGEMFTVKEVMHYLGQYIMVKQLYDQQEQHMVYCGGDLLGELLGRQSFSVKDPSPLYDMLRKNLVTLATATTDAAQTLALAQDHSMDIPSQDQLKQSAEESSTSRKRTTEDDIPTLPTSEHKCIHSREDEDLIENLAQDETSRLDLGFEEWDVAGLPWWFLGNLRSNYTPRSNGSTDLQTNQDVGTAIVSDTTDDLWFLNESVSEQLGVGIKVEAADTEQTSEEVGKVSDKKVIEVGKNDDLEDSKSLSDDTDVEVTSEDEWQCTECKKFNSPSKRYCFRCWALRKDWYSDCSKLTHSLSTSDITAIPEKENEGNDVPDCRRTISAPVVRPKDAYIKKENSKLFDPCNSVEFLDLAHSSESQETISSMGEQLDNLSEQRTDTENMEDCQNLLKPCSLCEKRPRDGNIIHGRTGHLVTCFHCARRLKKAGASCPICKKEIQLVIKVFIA
Target sequence (Q00987 whole entry, looked up): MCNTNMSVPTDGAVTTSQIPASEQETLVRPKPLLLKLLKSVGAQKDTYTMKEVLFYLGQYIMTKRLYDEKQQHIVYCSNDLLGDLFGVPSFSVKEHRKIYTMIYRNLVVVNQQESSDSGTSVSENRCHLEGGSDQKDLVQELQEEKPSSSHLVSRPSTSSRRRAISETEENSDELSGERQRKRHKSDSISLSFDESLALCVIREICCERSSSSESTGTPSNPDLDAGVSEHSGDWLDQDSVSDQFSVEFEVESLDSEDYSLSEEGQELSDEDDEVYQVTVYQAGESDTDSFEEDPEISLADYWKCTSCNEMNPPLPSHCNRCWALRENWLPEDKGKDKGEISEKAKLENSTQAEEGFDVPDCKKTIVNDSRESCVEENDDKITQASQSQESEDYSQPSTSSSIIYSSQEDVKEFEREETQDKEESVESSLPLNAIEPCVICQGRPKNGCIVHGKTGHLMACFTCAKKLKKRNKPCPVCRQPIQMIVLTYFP
Jurkat NFkB inh: lowers PMA/ionomycin-induced NF-kB signal in Jurkat cells | 330,000 tested, 0.53% active | inhibition, % at 4 µM | PMA/ionomycin-induced NF-kB luciferase reporter, luminescence; in the data active = inhibition above about 50%
tim10-1 inh: inhibits growth of tim10-1 mutant yeast. 330,000 tested, 2.2% active. S. cerevisiae tim10-1 ts strain growth, BacTiter-Glo, 24 h. inhibition, % at 20 µM;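 active = inhibition of at least 40%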;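 also: mutant grown at 25 °C; 0% = DMSO wells with yeast and 100% = wells holding no yeast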
697 NFkB inh: lowers PMA/ionomycin-induced NF-kB signal in 697 B cells | 697 B-cell NF-kB luciferase reporter, 16 h | inhibition, % at 4 µM | 330,000 tested, 0.33% active | AID 435022; in the data active = inhibition above about 35%
tim23-1 inh: growth inhibitors of tim23-1 mutant yeast; inhibition, % at 20 µM; AID 463212; 330,000 tested, 1.3% active; S. cerevisiae tim23-1 growth, BacTiter-Glo luminescence, 24 h;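 active = growth inhibition of the mutant yeast at or above 50%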;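 also: temperature-sensitive mutant grown at 25 °C; plate controls were DMSO-treated mutant yeast for no effect and medium wells lacking yeast for full effect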
TIM10 inh: inhibits growth of TIM10 yeast strain; S. cerevisiae TIM10 strain growth, BacTiter-Glo luminescence, 24 h; inhibition, % at 10 µM; 330,000 tested, 1.4% active; AID 463195;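 active = inhibition of 40% or more at the single tested concentration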;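 also: wild-type TIM10 isogenic control strain grown at permissive 25 °C; 0% = DMSO yeast wells and 100% = minimal medium wells without yeast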
UPR CHOP act: activators of apoptotic arm of unfolded protein response (CHOP) | CHO-CHOP luciferase reporter, UPR activation, luminescence; percent of tunicamycin response over DMSO baseline | activation, % at 10 µM | 330,000 tested, 0.34% active;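 active = at 10 µM dose, activation of 40% or more, normalized to positive control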;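 also: 100% = tunicamycin at 10 µg/mL and 0% = DMSO alone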
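Evaluation: % reporter activation, DMSO baseline versus tunicamycin full activation; System: CHO-CHOP luciferase reporter cell line; Input: 500 cells/well; Incubation: 6 h compound treatment, 37 °C; Measured by: Steady-Glo luciferase luminescence; Dosing: one dose, 10 µM in 0.5% DMSO; Buffer or medium: F12 medium, 10% FBS; Benchmarks: positive tunicamycin 10 µg/mL, negative DMSO alone.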
UPR XBP1 act: activators of adaptive arm of unfolded protein response (XBP1); activation, % at 20 µM; 330,000 tested, 0.33% active; CHO-XBP1 luciferase reporter, IRE1-XBP1 UPR activation, luminescence; percent of tunicamycin response, DMSO as zero;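 active = versus positive control, 20 µM dose yields 30% or more activation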;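 also: 100% = tunicamycin at 10 µg/mL and 0% = DMSO only wells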
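Assay system: IRE1-XBP1 luciferase reporter CHO line. Input: 1000 cells/well. Buffer or medium: F12 with 10% serum. Doses: 20 µM, 1% DMSO. Times: overnight seeding at 37 °C, 6 h compound treatment at 37 °C. Technique: Steady-Glo luciferase glow luminescence, 10 min after reagent addition.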
Starred values were filed as active, the others as inactive; i = inactive.

SMILES | Mdm2 MdmX PPI | Jurkat NFkB inh | tim10-1 inh | 697 NFkB inh | tim23-1 inh | TIM10 inh | UPR CHOP act | UPR XBP1 act
CCn1cc(C(=O)NC(=S)Nc2ccccc2Br)cn1 | 12 | -17 | 18 | -11 | 50 | 21 | 0.7 | 1
CCCCc1nnc(NC(=O)CSCc2cc(=O)n3ccsc3n2)s1 | 22 | 0 | -9 | 14 | -1 | 3 | 0.3 | -2
COc1ccc(C)cc1S(=O)(=O)Nc1cccc(SC)c1 | 19 | 0 | 11 | -7 | 2 | 10 | -1.5 | -5
O=S(=O)(/N=C(/Nc1cc(N2CCOCC2)ncn1)c1ccc(F)cc1)c1ccccc1 | -14 | -14 | -5 | -21 | 0 | -1 | 1.5 | -2
CC1CN(C(=O)CCn2c(=O)oc3ccccc32)CC(C)O1 (stereo unspecified) | -9 | -7 | 6 | 9 | 5 | 1 | 0.6 | -1
COCCn1cc(C(=O)NCc2cccs2)c2c3ccccc3n(C)c2c1=O | 14 | 17 | 22 | 16 | 6 | 7 | -0.8 | -3
CCOC(=O)C(=CN=C(N)Nc1nc2ccccc2o1)C(=O)OCC | -16 | -13 | -6 | -36 | 8 | -1 | 1.8 | -6
CC(=O)OCCN1C(=O)c2cccnc2C1=O | 17 | -18 | -14 | 7 | -13 | -1 | -1.2 | -6
CCN(C(=O)CSc1nccn1C)c1cccc2ccccc12 | 6 | 23 | 16 | 7 | 22 | 5 | 0.8 | -2
COc1ccccc1-c1noc(CCC(=O)Nc2cccc(C)c2)n1 | 3 | 5 | 7 | 3 | 20 | 5 | -1.0 | -1
Cc1cc(N(C)Cc2ccccc2)nc(-c2ccccc2)n1 | 10 | 8 | 28 | -20 | 5 | 12 | 1.2 | -1
Nc1ccc2nc(-c3ccccc3)c(-c3ccccc3)nc2c1 | 4 | 14 | 32 | -19 | 42 | 26 | 2.3 | -1
O=S(=O)(c1ccccc1)N1CCN(C(=S)NCc2ccccc2)CC1 | 15 | 0 | 4 | -4 | 6 | -7 | -1.1 | 0
CC[C@@]1(C(=O)OC)N[C@H](CN(C)C(=O)Nc2ccc(OC)cc2)[C@@H]2C(=O)N(Cc3ccccc3)C(=O)[C@@H]21 | 6 | -17 | 2 | -14 | -6 | 6 | 8.0 | 1
O=C(O)c1cc(=O)[nH]c2c(Cl)cccc12 | 21 | 5 | 5 | 4 | 4 | -4 | 1.8 | -2
Cc1ccc(C(=O)NCCc2nnc3ccc(NCCCN4CCOCC4)nn23)cc1 | 20 | 10 | 1 | 2 | -7 | -7 | -2.8 | -3
CCN(CC(=O)NCc1ccc(Cl)cc1)C(=O)CN1C(=O)NC(CC)(c2ccccc2)C1=O (stereo unspecified) | -14 | 1 | 3 | -5 | 2 | 11 | -1.1 | -1
Cc1ccc2c(c1)cc(CN(Cc1ccc3c(c1)OCO3)C(=O)c1ccccc1)c1nnnn12 | -6 | -1 | 9 | -27 | 12 | 23 | -1.4 | -2
O=C(NC1=NCCS1)C12CC3CC(C1)CC(C(=O)NC1=NCCS1)(C3)C2 | 32 | 24 | -11 | 32 | 4 | -5 | -1.7 | -2
O=C(NNC(=O)c1ccncc1)c1ccncc1 | 13 | 5 | -12 | -9 | 4 | 11 | 0.2 | 2
Cc1ccc(C)c(OCCC(=O)OCC(=O)Nc2cccc(S(=O)(=O)N3CCCC3)c2)c1 | 5 | 8 | 16 | -13 | 24 | 9 | -1.4 | -2
CC(C)NC(=O)c1cc(-c2ccco2)nn1-c1ccc(Cl)cc1 | 29 | -4 | 44* | 21 | 37 | -1 | 0.9 | -1
Cc1ccc(-c2noc(CSc3ccccc3)n2)cc1 | -158 | -98 | -4 | -207 | 21 | 5 | 2.0 | -1
CCc1nc(SCC(=O)N2c3ccccc3CC2C)c2c(C)c(C)sc2n1 (stereo unspecified) | 98* | -56 | -2 | i | 22 | -2 | 0.8 | 0
CC(=O)Nc1c(-c2ccccc2Cl)c(=O)c2ccccc2n1C | 13 | -13 | 13 | 8 | 10 | 0 | -1.5 | -1
SMILES | Mdm2 MdmX PPI | Jurkat NFkB inh | tim10-1 inh | 697 NFkB inh | tim23-1 inh | TIM10 inh | UPR CHOP act | UPR XBP1 act
O=C1CCCN2N=C(SCC(=O)N3N=C(c4ccc(Br)cc4)CC3c3ccc(F)cc3)SC2=N1 (stereo unspecified) | 11 | 3 | 23 | 13 | 45 | 17 | 2.7 | -2
CCCCNC(=O)C1(NC(=O)Nc2ccccc2)CCCCC1 | 22 | -3 | 9 | 21 | 5 | 12 | -0.7 | -1
Cc1cc(C)nc(NC(=O)Cc2ccc(Br)cc2)n1 | -3 | -2 | 17 | 14 | 6 | -8 | 1.7 | -2
COc1ccc2c(c1)[C@H]1[C@H](CO2)[C@H](c2ccccc2)[C@]2(C)C(=O)Nc3cc(C)ccc3C(=O)N12 | 17 | -2 | 14 | -7 | 43 | 3 | 1.7 | -2
C=CC[C@@H](CC(=O)N[C@@H](CO)Cc1ccccc1)C(=O)N[C@H](COC(=O)[C@@H](CC=C)Cc1ccc(F)cc1)C(C)(C)C | 23 | -17 | 26 | 4 | 14 | -7 | 0.8 | 1
O=C(c1ccc(N2C(=O)C3C4c5ccccc5C(c5ccccc54)C3C2=O)cc1)N1CCOCC1 (stereo unspecified) | -21 | 3 | 10 | 4 | 14 | -2 | -1.8 | 0
CC(=O)CSc1ncnc2sc3c(c12)CCCC3 | 10 | -12 | 28 | -2 | 43 | -20 | -0.6 | 0
COc1ccc(S(=O)(=O)N(C)c2ccc(C(=O)Nc3cccnc3)cc2)cc1OC | 20 | -4 | -1 | 10 | 13 | 6 | 0.7 | -8
CCOCC(=O)Nc1nc(-c2ccccc2)c(CC)s1 | 17 | -3 | -2 | 3 | 22 | -16 | -0.2 | 2
O=c1cc(Cl)[nH]n(-c2ccccc2)c1=O | 2 | -16 | -18 | 13 | -20 | -6 | 1.9 | -4
O=C(C1CCCC1)N1CCCC(Nc2ccc(F)cc2)C1 (stereo unspecified) | 7 | 8 | 8 | 32 | 13 | 2 | -0.4 | -3
C[C@@H](C(=O)O)[C@H]1C[C@]1(C)[C@H](NC(=O)OCc1ccccc1)c1ccccc1 | 14 | 6 | 11 | 24 | 19 | 15 | 0.5 | -3
CC(C)CCNC(=O)CCNS(=O)(=O)c1ccc(Cl)cc1 | -31 | -1 | 9 | 4 | 13 | -1 | 0.6 | 0
Cc1ccnc(NC(=O)C(C)N2C(=O)c3ccccc3C2=O)c1 (stereo unspecified) | -2 | 2 | 5 | 12 | 2 | 4 | -0.7 | 2
Cc1ccccc1NC(=O)N1c2ccccc2CC1C (stereo unspecified) | -35 | -2 | 10 | -22 | 20 | 12 | -0.5 | 4
O=C(OC(C(=O)NCC1CCCO1)c1ccc(F)cc1)c1cccs1 (stereo unspecified) | 22 | 10 | 5 | 18 | 0 | 5 | 0.5 | -1
COCCC(=O)Nc1ccc2c(c1)CN(C(=O)CCSC)CC2 | -2 | -2 | 10 | 8 | 15 | -5 | 0.2 | -1
CC(C)COC(=O)C1[C@H]2C(=O)N(Cc3cccs3)C[C@]23C=C[C@H]1O3 (stereo partly specified) | 25 | 8 | 8 | 10 | -2 | -7 | 1.1 | -3
Cc1noc(NS(=O)(=O)c2ccc(NC(=O)c3ccc(Cl)c(S(=O)(=O)N(C)c4ccccc4)c3)cc2)c1C | -8 | 2 | -4 | -34 | 2 | 14 | 0.6 | 0
CCCCCc1nc2c(=O)[nH]c3ccccc3c2o1 | -43 | -43 | 7 | -54 | 1 | 3 | 3.1 | 2
COC(=O)c1ccccc1NC(=O)CSc1nnc(C(CO)NC(=O)c2ccccc2Cl)n1C (stereo unspecified) | 22 | 3 | 8 | 24 | 8 | -4 | 0.4 | -1
COc1cccc(-c2nn(-c3ccccc3)cc2CN(C)C(C)c2ccncn2)c1 (stereo unspecified) | -23 | -18 | 44* | -13 | 33 | 16 | -0.9 | 3
O=C(N/N=C/c1cccs1)c1ccc2nc[nH]c2c1 | 11 | -17 | -6 | -16 | -2 | -7 | 0.6 | 4
O=C(c1[nH]ncc1-c1cccc(Br)c1)C1CO1 (stereo unspecified) | 51* | 14 | 39 | -45 | 42 | 39 | 14 | -5
Cc1cc(C)cc(NC(=S)N=Nc2c(O)n(C)c3ccc(S(=O)(=O)N4CCOCC4)cc23)c1 | 23 | 5 | 24 | 12 | 40 | 28 | 1.4 | 0

As entered above:
CCCCCc1nc2c(=O)[nH]c3ccccc3c2o1 in Jurkat NFkB inh → -43
O=C(c1[nH]ncc1-c1cccc(Br)c1)C1CO1 (stereo unspecified) in UPR XBP1 act → -5
CC(C)CCNC(=O)CCNS(=O)(=O)c1ccc(Cl)cc1 in Jurkat NFkB inh → -1

(next part)
SMILES | Mdm2 MdmX PPI | Jurkat NFkB inh | tim10-1 inh | 697 NFkB inh | tim23-1 inh | TIM10 inh | UPR CHOP act | UPR XBP1 act
COc1cc(NC(=O)NNC(=O)c2cc3occc3n2C)cc(OC)c1OC | 13 | 6 | -5 | 3 | -10 | -8 | -1.5 | -2
Cc1cccc(NC(=O)c2ccc3nsnc3c2)c1C | 4 | 3 | 15 | -4 | -6 | 1 | 0.1 | 2
CC1(C)CC(=O)C(C(=O)c2ccccc2)C(=O)C1Cl (stereo unspecified) | 16 | -2 | -2 | 4 | 13 | -12 | 1.4 | 1
O=C(O)c1ccccc1C(=O)c1ccc(-c2ccccc2)cc1 | -47 | -7 | 18 | -42 | -1 | -5 | -1.0 | 7
CN(C)S(=O)(=O)c1ccc2c(c1)C(CC(=O)O)OC2=O (stereo unspecified) | 1 | 11 | 6 | 0 | 6 | 1 | 0.5 | 2
CCOc1ccccc1Nc1nnc(SCC(=O)Nc2ccc3[nH]c(=O)[nH]c3c2)s1 | -1 | -6 | -1 | 13 | 2 | 0 | -0.7 | 0
Cc1c(OC(C)C(=O)NCC(O)c2ccccc2)ccc2c3c(c(=O)oc12)CCCC3 (stereo unspecified) | 20 | 1 | 18 | -6 | 18 | 9 | 0.0 | -5
COc1ccc(-n2c(SCC(=O)NNC(=O)c3ccc(C)cc3)nnc2-c2ccncc2)cc1 | 8 | 0 | 9 | 13 | 0 | 11 | 0.7 | -6
COC(=O)c1c(NC(=O)COC(=O)CCNS(=O)(=O)c2ccc(NC(C)=O)cc2)sc(C)c1C | 17 | -9 | -9 | 19 | -3 | 1 | -0.5 | -5
CC(C)(C)NS(=O)(=O)c1ccc(OCC(=O)Nc2ccc3c(c2)OCCO3)cc1 | -21 | -3 | 4 | 1 | 18 | -2 | 0.2 | 2
COc1cc(C2C(C(C)=O)=C(O)C(=O)N2CCc2ccc(OC)c(OC)c2)ccc1O (stereo unspecified) | -4 | 5 | -7 | 5 | -5 | 5 | -1.9 | 4
C/C(=N\NC(=O)c1c(Cl)c(C)nn1C)c1cccc(NC(=O)c2cccc(F)c2)c1 | -6 | 5 | 3 | -4 | 1 | 19 | 0.2 | -2
CCCCCNc1nc(-c2ccccc2)nc(-n2ccnc2)n1 | 27 | 11 | 19 | -11 | 1 | 5 | 3.3 | 0
CC(C)NC(=O)N(C)C[C@H]1Oc2ccc(NC(=O)Nc3ccc4c(c3)OCO4)cc2C(=O)N([C@H](C)CO)C[C@@H]1C | 0 | 12 | -9 | 0 | -6 | -7 | -0.7 | 0

Structures from the list above that contain a tert-butyl group:
SMILES | Mdm2 MdmX PPI | Jurkat NFkB inh | tim10-1 inh | 697 NFkB inh | tim23-1 inh | TIM10 inh | UPR CHOP act | UPR XBP1 act
C=CC[C@@H](CC(=O)N[C@@H](CO)Cc1ccccc1)C(=O)N[C@H](COC(=O)[C@@H](CC=C)Cc1ccc(F)cc1)C(C)(C)C | 23 | -17 | 26 | 4 | 14 | -7 | 0.8 | 1
CC(C)(C)NS(=O)(=O)c1ccc(OCC(=O)Nc2ccc3c(c2)OCCO3)cc1 | -21 | -3 | 4 | 1 | 18 | -2 | 0.2 | 2
